# HTRA1 inhibitor – HTRA1 serine protease inhibitors, primary screen, biochemical, fluorescence polarization, HTS | recombinant HTRA1, FP-rhodamine activity-based probe | inhibition, % at 5.96 µM | 0.5% of 340,000 active; in the data active = inhibition above about 36%;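 note: 0% = enzyme with DMSO and 100% = wells lacking enzyme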
# Target sequence (Q92743 whole entry, looked up): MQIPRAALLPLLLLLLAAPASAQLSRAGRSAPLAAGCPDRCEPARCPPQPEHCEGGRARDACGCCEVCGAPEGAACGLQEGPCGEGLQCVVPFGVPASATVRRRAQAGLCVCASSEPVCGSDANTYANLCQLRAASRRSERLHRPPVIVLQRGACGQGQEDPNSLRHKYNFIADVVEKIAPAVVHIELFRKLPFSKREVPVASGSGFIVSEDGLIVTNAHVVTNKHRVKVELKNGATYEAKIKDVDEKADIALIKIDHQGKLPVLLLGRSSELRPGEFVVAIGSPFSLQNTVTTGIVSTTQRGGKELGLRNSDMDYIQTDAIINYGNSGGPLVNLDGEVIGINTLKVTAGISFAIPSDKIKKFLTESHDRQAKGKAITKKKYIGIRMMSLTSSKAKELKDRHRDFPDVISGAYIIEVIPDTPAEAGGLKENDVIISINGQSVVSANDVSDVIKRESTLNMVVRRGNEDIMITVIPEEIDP
# An asterisk follows results filed as active.
No.	Molecule	HTRA1 inhibitor
1	S=C(c1ccc(-c2ccc(Cl)c(Cl)c2)o1)N1CCOCC1	-19.0
2	Cc1ccc(Cn2c(C3CCCN3c3nc(C)cs3)nc3cc(C(F)(F)F)ccc32)cc1 (stereo unspecified)	-35.4
3	O=C(Nc1cccc(-c2nn[nH]n2)c1)c1csc2c1CCCC2	-2.7
4	CCOC(=O)C1=C(Cc2ccc(Cl)cc2)C(=O)c2ccccc2C1=O	-5.8
5	COc1ccc(CC(=O)N(C)CC(=O)Nc2ccccc2C(F)(F)F)cc1S(=O)(=O)N1CCOCC1	2.7
6	C[C@H](C(=O)CC(=O)OC(C)(C)C)[C@H](O)c1ccc(C(F)(F)F)cc1	-11.8
7	O=C(Nc1cc(S(=O)(=O)N2CCOCC2)ccc1Cl)c1cc([N+](=O)[O-])ccc1Cl	-4.4
8	CC(Sc1nc2ccccc2s1)C(=O)Nc1ccc2c(c1)OCO2 (stereo unspecified)	-4.8
9	O=c1nc2s/c(=C\c3ccco3)c(=O)n2nc1Cc1ccccc1	11.2
10	COc1ccc(-n2nc3c(N4CCC(C(=O)NC5CCCCC5)CC4)nnc(C)c3c2C)cc1	6.8
11	COc1ccc(N2CCN(S(=O)(=O)c3ccc(-c4cnc(C5CC5)o4)cc3)CC2)cc1	1.3
12	S=c1ncc2[nH]c(=S)[nH]c2[nH]1	8.0
13	O=C(Nc1cccc(NC(=O)c2cc([N+](=O)[O-])ccc2Cl)n1)c1cc([N+](=O)[O-])ccc1Cl	-22.6
14	Cc1cc(F)ccc1S(=O)(=O)Nc1ccccc1C(=O)Nc1ccccc1-c1nc2ccccc2[nH]1	-117.4
15	N#Cc1ccc(NC(=O)Cn2cnc(S(=O)(=O)N3CCOCC3)c2)cc1	5.6
16	COc1cccc2c1cc1c(=O)n(CC(=O)NCCCc3ccccc3)nc(C)n12	-6.2
17	CCCC(=O)NC(c1ccccc1OC)c1ccc2cccnc2c1O (stereo unspecified)	33.7
18	CCCCN1C(=O)/C(=C2/Sc3ccc(OC)cc3N2CC)SC1=S	3.3
19	C=CCCc1ccc(C#N)c(SCc2c(C(=O)OCC)c3cc(OC(C)=O)c(Br)cc3n2C)n1	-1.9
20	Nc1c(C(=O)OCC(=O)Nc2cccc([N+](=O)[O-])c2)[nH]c(=O)[nH]c1=O	4.4
21	Cc1ccc2c(c1)nnn2C1CCN(CC(=O)Nc2ccccc2N2CCOCC2)CC1	-13.3
22	O=c1[nH]cnc2sc3c(c12)CN(Cc1ccccc1)CC3	-3.0
23	CCCCN(C(=O)c1ccc2c(c1)OCO2)c1c(N)n(CCCC)c(=O)[nH]c1=O	4.6
24	O=C(Nc1ccc2c(c1)OCCO2)C1CCCN(S(=O)(=O)c2cccs2)C1 (stereo unspecified)	-5.3
25	COC(=O)c1cccc(C23CC4(C2)[C@H](CN(Cc2ccc(C(F)(F)F)cc2)[C@@H]4c2ccccc2)C3c2ccccc2)c1 (stereo partly specified)	-27.1
26	Cc1ccc(C)c(-n2c(SCC(=O)NCC3CCCO3)nnc2-c2ccoc2C)c1 (stereo unspecified)	-3.0
27	O=C(Nc1cccc(F)c1)c1ccc(-c2ccccc2Cl)o1	-88.5
28	CCC1CCCCN1CCCNC(=O)C1CCN(Cc2nc(-c3ccc(Cl)cc3)oc2C)CC1 (stereo unspecified)	4.0
29	CCCN(C(=O)CCNC(=O)Cn1cnc2ccccc2c1=O)c1cccc(Cl)c1	5.2
30	O=C(CN1CC(=O)Oc2ccccc21)OCC(=O)c1cccc(Br)c1	1.1
31	CS(=O)(=O)Nc1ccc2[nH]c(=O)[nH]c2c1	7.3
32	CC(Sc1nc2ccccc2s1)C(=O)Nc1nnc(C(C)C)s1 (stereo unspecified)	-16.6
33	CCOC(=O)/C(=C/C=C1\Sc2ccccc2N1CC)C(C)=O	-1.5
34	CCC1CCCCN1S(=O)(=O)c1ccc(C(=O)Nc2nnc(-c3cccs3)o2)cc1 (stereo unspecified)	0.3
35	CCOC(=O)c1[nH]c(C)c(CC(C)C)c1C	0.5
36	COc1cc(/C=N/n2nnnc2N)ccc1OCC(N)=O	4.5
37	C/C(=N\Nc1nc(-c2ccccn2)nc2ccccc12)c1ccc(F)cc1	-0.8
38	COc1ccc(NC(=O)/C(Cl)=C(/Cl)S(=O)(=O)Cc2ccc(C)cc2)cn1	-23.4
39	COc1ccc(C2C3=C(CCCC3=O)Nc3c(-c4ccccc4)c(C)nn32)cc1 (stereo unspecified)	-8.5
40	Cc1ccccc1-n1nc2c(c1NC(=O)c1ccc(Br)o1)CSC2	-42.4
41	CCOC(=O)/C(=C\c1ccc([N+](=O)[O-])o1)NC(=O)c1ccccc1	-4.1
42	CC1=C/C(=N\OS(=O)(=O)c2ccccc2)C(C(C)C)=CC1=O	-1.6
43	CCOC(=O)C1=C(O)c2ccccc2C(=O)/C1=C\c1ccc(C)cc1	-1.4
44	COc1ccccc1CC(NC(C)=O)C(=O)NC1CCN(c2nnnn2-c2ccccc2)CC1 (stereo unspecified)	1.6
45	COc1ccc(/C=C/C(=O)NC(=S)NN2CCCCC2c2cccnc2)cc1 (stereo unspecified)	-2.7
46	C[C@@H]1Cc2c(O)c(O)cc(O)c2C(=O)O1	10.9
47	Cc1nnsc1Sc1cccc(C(F)(F)F)c1	3.5
48	COC(=O)c1c(NC(=O)c2nc3ccccc3s2)sc2c1CCN(C(C)=O)C2	-33.2
49	COc1cc2c(C(=O)N3CCN(C)CC3)c(CSc3ccccc3)n(C)c2cc1Br	-12.6
50	COc1ccc(NC(=O)CCNC(=O)Cn2ccc3ccccc3c2=O)cc1OC	1.9

# The list goes on.
No.	Molecule	HTRA1 inhibitor
51	Cc1nc(NC(=O)c2ccco2)sc1C(=O)Nc1ccc(Br)cc1	-50.8
52	CCn1c2ccccc2c2nnc(SCCCn3c(=O)[nH]c4ccccc43)nc21	-6.2
53	CCN1C(=O)[C@@H]2[C@H](C1=O)[C@@H]1C(=O)Nc3ccccc3C(=O)N1[C@@H]2c1cccc(Cl)c1	-1.6
54	O=C(NNc1ccc([N+](=O)[O-])cc1[N+](=O)[O-])c1ccco1	6.0
55	CC(C)(C)c1ccc(C(=O)N2CCN(CCNC(=O)C(=O)NCc3ccc(Cl)cc3)CC2)cc1	-15.5
56	c1ccc(Cn2nnc(CNc3ccccc3)c2-c2c(CNc3ccccc3)nnn2Cc2ccccc2)cc1	-29.0
57	Cc1ccc(Nc2cc(C)nn2-c2nc(C)cc(=O)[nH]2)cc1	49.6*
58	c1ccc(SSc2ccccn2)nc1	6.7
59	O=c1[nH]c(CSc2nnc(COc3ccccc3)n2-c2ccccc2)nc2ccccc12	-2.3
60	CN(C)c1ccc(N/C=C/C(=O)c2ccc(F)cc2)cc1	53.0*
61	CC(=O)N1c2ccc(Cl)cc2C2C=CCC2C1c1cccc2ccccc12 (stereo unspecified)	-36.7
62	COc1ccc(C2=CC3=C(Br)C(=O)C(C)(OC(=O)c4ccco4)C(=O)C3=CO2)cc1 (stereo unspecified)	18.9
63	CNC[C@@H]1Oc2ccc(NC(=O)Nc3c(C)noc3C)cc2CC(=O)N([C@H](C)CO)C[C@H]1C	-1.0
64	Cc1c(C)c2ccc(OCC(=O)N3CCN(c4ccccc4)CC3)cc2oc1=O	-3.3
65	O=C(CN1C(=O)c2cccc3cccc1c23)NCc1cccnc1	4.8
66	CC(C)c1onc(C(=O)N2CCN(c3ccc(F)cc3)CC2)c1[N+](=O)[O-]	5.4
67	C#CCOCCOCCOCCNc1nc(N2CCN(C(=O)[C@H]([C@@H](C)CC)n3cc([C@@H](N)CC(C)C)nn3)CC2)nc(N2CCN(C(=O)[C@H](CCCCN)n3cc([C@@H](N)C(C)CC)nn3)CC2)n1 (stereo partly specified)	6.7
68	OC(CNCc1cccs1)c1ccccc1 (stereo unspecified)	-3.1
69	CC(=O)c1cccc(OC(=O)c2ccc3c(=O)n4c(nc3c2)CCC4)c1	4.9
70	CCOc1ccc(N2C(=O)CS/C2=C(\C(Cl)=C(Cl)Cl)[N+](=O)[O-])cc1	41.5*
71	COC(=O)N1[C@H](Cc2ccccc2)C=C[C@]1(C)C(=O)NCc1ccccn1	-4.9
72	COc1ccc(-c2c(-c3cc(OC)c(OC)c(OC)c3)noc2C)cn1	2.4
73	O=C(NCC1OCCc2ccccc21)C1COc2ccccc2O1 (stereo unspecified)	9.2
74	CC(C(=O)NCc1cccs1)N1C(=O)c2ccccc2C1=O (stereo unspecified)	3.0
75	CCOC(=O)C1CCN(C(=O)C2CCN(C(=O)c3ccc([N+](=O)[O-])cc3)CC2)CC1	3.3
76	CCCCS(=O)(=O)N1C2=NC(C(=O)OC)=C(C(=O)OC)[C@@H]3N(C)c4ccc(OC)cc4[C@]23C[C@H]1C(=O)OC	-2.4
77	O=[N+]([O-])c1c(NCCO)cc(Sc2nc3ccccc3s2)c2nonc12	4.9
78	Cc1c(N2C(=O)c3ccc4c5c(ccc(c35)C2=O)CC4)c(=O)n(-c2ccccc2)n1C	15.8
79	CN1C(=O)OC(C)(C)C1=O	-0.8
80	O=C(CN1CCN(S(=O)(=O)c2ccc(Cl)cc2)CC1)c1ccc(O)c(O)c1	42.9*
81	O=C(Nc1cc(Cl)cc(Cl)c1)c1ccc(Cn2c(=O)[nH]c3ccsc3c2=O)cc1	-1.9
82	Cc1ccc(S(=O)(=O)c2nnn3c2nc(NC2CCN(Cc4ccccc4)CC2)c2ccccc23)cc1C	-95.2
83	O=C(NCCc1ccccc1Cl)c1cc(COc2ccc(F)cc2F)on1	-32.5
84	COc1cc2cc3c(N)c(C(=O)NCc4ccco4)sc3nc2cc1OC	4.9
85	N#C/C(=C\c1cn[nH]c1-c1ccc(Cl)cc1)C(=O)NC1CC1	-5.8
86	CCCCNC(=O)N1CCN(c2ccnc3cc(Cl)ccc23)CC1	-0.5
87	CCCCC(CC)CN=C(N)NC(N)=NCCCCCCN=C(N)NC(N)=NCC(CC)CCCC (stereo unspecified)	55.4*
88	CCOc1ccc(Nc2nc3cc(S(=O)(=O)N(CC)CC)ccc3o2)cc1	-17.6
89	CC(Oc1cccc(Br)c1)C(=O)NNC(=O)c1ccccn1 (stereo unspecified)	19.9
90	COc1ccc(-c2nn3c(=O)c(C)nnc3s2)cc1	5.2
91	CCN1CCS/C1=C/C=C/C1=[N+](CC)CCS1	-3.3
92	O=C1c2ccccc2-c2onc3ccc(NCc4ccco4)c1c23	117.1*
93	COc1cc2[nH]c(=O)n(CCCC(=O)NC3CCCCC3)c(=O)c2cc1OC	0.3
94	O=C(N/N=C/C(Br)=C/c1ccccc1)c1n[nH]c2c1CCC2	3.7
95	CCOc1cc(/C=C2\C(=O)N(c3nc(-c4ccc(Br)cc4)cs3)N=C2c2ccccc2)ccc1O	39.8*
96	N#C/C(=C\c1ccc(-c2ccc(C(=O)O)cc2)o1)C(=O)NCC1CCCO1 (stereo unspecified)	0.5
97	COC(=O)c1sc2[nH]c(=S)n(N)c(=O)c2c1C	-0.5
98	CCSc1ccc([C@@H]2[C@H]3C(=O)N(CC)C(=O)[C@H]3[C@]3(C(=O)OC)CCCCN23)cc1OC	-5.2
99	COc1cccc(-c2cc(CC3(O)CCN(CCCc4ccccc4)CC3)on2)c1	-0.6
100	COc1ccc(/C=C/C(=O)c2ccccc2O)cc1	-17.4

# The listing continues.
No.	Molecule	HTRA1 inhibitor
101	Cc1ccc2c(c1)cc1c(=O)n(CC(=O)NCc3ccccn3)nc(C)n12	2.6
102	CCN(CCO)c1nc(SC)nc2c1sc1nc(-c3ccco3)c3c(c12)CCC3	-16.9
103	O=C(CCNS(=O)(=O)c1ccc2[nH]c(=O)oc2c1)Nc1ccccc1	6.8
104	COc1ccc(-c2nc3c(=O)n(C)c(=O)[nH]c3n2CCc2ccccc2)cc1	-0.7
105	CC(C)C[C@@H]1NC(=O)[C@H](C(C)C)NC(=O)c2cc([N+](=O)[O-])cc(I)c2OCC[C@@H](C(N)=O)NC1=O	-7.2
106	O=C(NCCCN1CCN(c2ccccc2F)CC1)C1CCC(=O)N1C1CCCC1 (stereo unspecified)	3.9
107	COc1ccc(C2=CC(c3ccc(C)cc3)n3nnnc3N2)cc1 (stereo unspecified)	-15.3
108	Cc1cc(-c2nc3c4c5c(sc4[nH]c(=O)n3n2)CCC5)c(C)o1	0.5
109	COC(=O)c1c(C)cc(O)c(C=O)c1O	1.0
110	COC(=O)c1ccc(/C=C/C(=O)OCC(=O)Nc2sccc2C(N)=O)cc1	-28.2

# The final 6 entries of the section above are carried over, then new ones follow.
No.	Molecule	HTRA1 inhibitor
105	CC(C)C[C@@H]1NC(=O)[C@H](C(C)C)NC(=O)c2cc([N+](=O)[O-])cc(I)c2OCC[C@@H](C(N)=O)NC1=O	-7.2
106	O=C(NCCCN1CCN(c2ccccc2F)CC1)C1CCC(=O)N1C1CCCC1 (stereo unspecified)	3.9
107	COc1ccc(C2=CC(c3ccc(C)cc3)n3nnnc3N2)cc1 (stereo unspecified)	-15.3
108	Cc1cc(-c2nc3c4c5c(sc4[nH]c(=O)n3n2)CCC5)c(C)o1	0.5
109	COC(=O)c1c(C)cc(O)c(C=O)c1O	1.0
110	COC(=O)c1ccc(/C=C/C(=O)OCC(=O)Nc2sccc2C(N)=O)cc1	-28.2
111	COC(=O)/C(=C(/F)Sc1cc(C)c(O)c(C)c1)C(F)(F)F	-8.7
112	CC1CN(S(=O)(=O)c2cccc(C(=O)N(CCc3ccccc3)Cc3ccccc3)c2)CC(C)O1 (stereo unspecified)	-14.2
113	CCOC(=O)CSc1nnc(Cc2cc(=O)[nH]c(=O)[nH]2)n1-c1ccc(Cl)cc1	8.8
114	COc1ccc2c(c1)c(=O)oc1c(C)c(OCc3ccc(C(=O)O)cc3)ccc12	-1.2
115	CCCCCCCCCC[N+](C)(C)CC/C=C1/c2ccccc2Sc2ccc(Cl)cc21	4.0
116	CCOc1ccccc1N1CCN(Cc2c(C)n(C)n(-c3ccccc3)c2=O)CC1	4.8
117	CCCCCn1c(=O)[nH]c2cc(C(=O)NCCN3CCC(C)CC3)ccc2c1=O	0.3
118	O=C(NCC(=O)N(c1cccnc1)C(C(=O)NC1CCCC1)c1ccccc1F)c1ccco1 (stereo unspecified)	17.7
119	O=C(N/N=C/c1ccco1)C1CCCC1	0.3
120	Cc1cc2[nH]c(=O)c(=O)[nH]c2cc1S(=O)(=O)NCc1ccc(Cl)cc1	8.4
121	COc1ccc(CNc2nc(NCc3ccc(OC)cc3)c3ncn(C4CCCC4)c3n2)cc1	-0.3
122	CCN(CC)C(=O)c1c(C)nc2ccccn12	9.8

# The list is partial; rates above refer to the full screens.
